KB-3-1 cytotox: KB-3-1 parental cell cytotoxicity. KB-3-1 viability, CellTiter-Glo ATP luminescence, 72 h. Potency, µM (series often up to 46.1 µM), inactives show at the top dose activity change, negative = cytotoxic, usual class: cytotoxic. 400,000 tested, 1.4% active; also: potency is read from the fitted curve at half-maximal effect; % is scaled to controls: 0 for no effect and ±100 for the full control effect; nearly all actives have a fitted effect of over 60% in size
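Viability of parental KB-3-1 cells, measured by CellTiter-Glo luminescence, followed a 72 h incubation at 37 °C with pinned compounds in phenol-red-free DMEM containing 10% FBS.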
MCF10A rereplic: induces DNA re-replication in MCF 10a normal breast cells. AID 624296. Potency, µM (series often up to 46.1 µM), for the others: top-dose activity, positive = re-replication, actives largely listed as activators. 350,000 tested, 2.9% active. MCF 10A DNA re-replication, Hoechst nuclear intensity, 48 h; also: potency is read from the fitted curve at half-maximal effect; % of control where 0% means no effect; nearly all actives have a fitted effect of over 50% in size
KB-V1 MDR tox: KB-V1 MDR subline cytotoxicity; AID 1347076; Potency, µM (series often up to 46.1 µM), without a hit: at the highest dose activity change, negative = cytotoxicity, actives largely listed as cytotoxic; 400,000 tested, 3.4% active; KB-V1 MDR cells viability, CellTiter-Glo, 72 h; also: potency is read from the fitted curve at half-maximal effect; % is scaled to controls: 0 for no effect and ±100 for the full control effect; nearly all actives have a fitted effect of over 60% in size
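Following 72 h at 37 degrees C with compound, KB-V1 cell viability was read by CellTiter-Glo luminescence, medium being phenol-red-free DMEM plus 10% FBS; concentration-response parameters came from normalized, curve-fitted qHTS data.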
HT1080NT lethal: kills 2HG-producing HT-1080-NT fibrosarcoma cells; 360,000 tested, 1.6% active; HT-1080-NT fibrosarcoma viability, CellTiter-Glo ATP luminescence, 48 h; AID 686970; Potency, µM (doses to about 46.1 µM), inactives show top-dose activity, negative = less viability, actives largely listed as cytotoxic;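 also: NT is the 2HG producing partner of a matched IDH1 knockdown line; potency is read from the fitted curve at half-maximal effect; 0% = DMSO-treated cells and -100% = media-only wells without cells; nearly all actives have a fitted effect of over 55% in size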
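Luminescent CellTiter-Glo readout after 48 hours of compound exposure at 37 degrees C defined viability of HT-1080-NT cells. Activity was normalized to DMSO wells and cell-free media wells; concentration-response curves were fitted and assigned curve classes.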
D3 ag: agonists of human D3 dopamine receptor | AID 652048 | max activation, % | P35462 | 410,000 tested, 0.58% active | D3R DiscoveRx beta-arrestin cells, luminescence, 90 min; in the data active = max activation above about 30%; also: 0% is about no effect; mostly tested at two doses, the higher about 12 µM
Target sequence (P35462 whole entry, looked up): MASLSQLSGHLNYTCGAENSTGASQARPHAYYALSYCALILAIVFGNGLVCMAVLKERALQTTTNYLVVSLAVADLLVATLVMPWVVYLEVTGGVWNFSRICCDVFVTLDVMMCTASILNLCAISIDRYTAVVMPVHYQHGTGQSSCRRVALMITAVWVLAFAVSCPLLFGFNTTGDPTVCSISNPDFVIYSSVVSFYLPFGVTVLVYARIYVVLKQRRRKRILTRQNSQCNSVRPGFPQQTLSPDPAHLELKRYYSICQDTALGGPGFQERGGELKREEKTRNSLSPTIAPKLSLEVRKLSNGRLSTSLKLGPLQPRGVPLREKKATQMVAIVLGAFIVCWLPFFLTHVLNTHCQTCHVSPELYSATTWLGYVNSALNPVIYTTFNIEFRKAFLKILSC
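Agonist-mode cell screen: cells plated at 1500/well and incubated overnight at 37 °C, then exposed to library compounds for 90 min at 37 °C. Detection reagent was added for 30–60 min at room temperature, and luminescence was read.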
SW480 rereplic: DNA re-replication induction in SW480 cells; 340,000 tested, 1.8% active; SW480 DNA re-replication, Hoechst DNA content imaging, 48 h; Potency, µM (top dose mostly 46.1 µM), without a hit: top-dose re-replication activation, actives largely listed as activators; also: potency is read from the fitted curve at half-maximal effect; % of control where 0% means no effect; nearly all actives have a fitted effect of over 55% in size
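SW480 cells exposed to compounds for 48 hr at 37 C, 5% CO2, then Hoechst-stained 40 min. Nuclear DNA content imaged by fluorescence scanning (405 nm excitation, 500-530 nm emission); re-replication scored as increased high-intensity nuclei.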
HT1080 IDH1KD tx: kills HT-1080 cells with IDH1 knockdown | HT-1080 IDH1 knockdown viability, ATP luminescence, 48 h | Potency, µM (titrated, usually from 46.1 µM), for the others: top-dose activity, negative = toxicity, usual class: cytotoxic | AID 686971 | 360,000 tested, 2% active;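 also: potency is read from the fitted curve at half-maximal effect; 0% = DMSO wells and -100% = cell-free medium wells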
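HT-1080-IDH1KD cells (IDH1 knocked down), 750/well in RPMI with 5% FBS, treated with compound 48 h at 37 degrees C. Viability by CellTiter-Glo luminescence, normalised to DMSO and no-cell wells; concentration-response curves classed.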
IL-1B inflam inh: inhibitors of inflammasome signaling (IL-1 beta secretion) | THP-1 LPS/ATP IL-1B secretion, AlphaLISA, 16 h; hits give low values | activity change, % at 57.5 µM | 360,000 tested, 4.7% active | AID 743279; in the data active = activity change below about -50%; inconclusive = mostly about -30% to -49%; also: % is scaled to controls: 0 for no effect and ±100 for the full control effect
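Secreted IL-1B measured by AlphaLISA bead assay after 16 h compound exposure of THP-1 cells; compounds (final up to 57.5 uM) added 1 h before LPS (250 ng/mL) and ATP (1.25 mM) stimulation; lower signal means less secretion.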
GLP1R cytotox: cytotoxic in the GLP-1 receptor inverse agonist counter-screen | HEK293 cAMP-luciferase reporter cells, luminescence, 24 h | Potency, µM (doses to about 38.3 µM), for the others: at the top dose activity change, negative = inhibition, usual class: inhibitors | 410,000 tested, 0.13% active | AID 624418;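 also: loss of luciferase light is scored as toxicity; potency is read from the fitted curve at half-maximal effect; % is scaled to controls: 0 for no effect and ±100 for the full control effect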
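To flag toxic compounds, the library was rerun on cells for 24 hr at 37 deg C and 5% CO2. Viability-linked luminescence was captured 12 min after adding luciferase detection reagent.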
The depositor's hits bear a star; i = inactive; ? = inconclusive; / = no result given; & = joins results of further samples; [ ] = another dose, or the depositor's remark. Unless noted, calls follow the shape of the dose curve; as a rule, active = well fitted curve in the direction sought with a large enough effect; inconclusive = small, poorly fitted or top-dose-only effect, or another doubt; inactive = no such curve, though single readings can be large; an effect the other way counts as inactive or inconclusive.

SMILES	KB-3-1 cytotox	MCF10A rereplic	KB-V1 MDR tox	HT1080NT lethal	D3 ag	SW480 rereplic	HT1080 IDH1KD tx	IL-1B inflam inh	GLP1R cytotox
CCOc1ccc(C2c3[nH]c4ccccc4c3CCN2Cc2cccn2-c2ncccn2)cc1 (stereo not given)	?	7.5%	?	?	-15.4	26.0%	?	-21.0	6.0%
COc1cc(C(=O)NNC(=S)NC(=O)c2ccc(F)cc2)cc(OC)c1OC	-10.8%	23.1µM*	?	-28.0%	13.0	?	?	83.5	-21.5%
Cc1cc(C)n(CC(O)COCc2ccccc2)n1 (stereo not given)	-4.6%	-0.7%	13.5%	-5.5%	-2.7	-3.8%	-1.6%	-7.8	-14.0%
CCCCn1c(N)c(N(CCOC)C(=O)c2nn(CC)c(=O)c3ccccc23)c(=O)[nH]c1=O	-0.4%	-0.3%	17.5%	-5.4%	2.9	0.7%	-10.3%	3.9	-7.8%
Cc1ccc(NC(=O)CSc2ncn(-c3ccccc3)n2)cc1C	-4.2%	21.1%	-21.3%	11.7%	-0.3	-4.0%	7.2%	20.9	1.8%
COc1cc(C(=O)NC2CCCc3c2cnn3-c2ccccc2F)cc(OC)c1OC (stereo not given)	?	7.8%	?	-21.4%	-1.7	-10.5%	-24.7%	-21.4	-3.3%
CCOC(=O)CNC(=O)CNC(=O)c1ccc(OC(C)C)cc1	1.9%	-2.1%	1.1%	-2.5%	2.9	-8.5%	-0.1%	1.2	0.1%
COc1ccc(CCC(=O)NCCS(=O)(=O)N2CCN(c3ccc(OC)cc3)CC2)cc1	-8.9%	0.8%	-12.1%	-4.5%	5.6	-2.1%	-8.2%	0.0	-3.1%
CCOC(=O)C1(C)C=C(Nc2ccc(O)cc2)C(=O)N1c1ccc(O)cc1 (stereo not given)	?	8.7%	-1.4%	5.0%	6.1	15.8%	0.2%	0.0	-10.7%
Cc1c(O)nc(SCC(=O)Nc2ccc3c4c(cccc24)CC3)n(-c2ccc(F)cc2)c1=O	-23.2%	?	5.9%	11.3%	-0.7	-32.0%[inhibitor]	-11.2%	35.1	?
CCOC(=O)c1sc(-c2ccc(F)cc2)cc1NC(=O)Nc1ccccc1OC	2.5%	2.4%	?	20.0%	-4.2	7.0%	13.6%	i	-1.0%
CCOc1ccc(C(=O)NC(=S)NCCCN2CCOCC2)cc1	1.1%	20.6%	-4.0%	-1.0%	-20.3	?	1.3%	5.2	?

Profiles as entered above. Values in the order: KB-3-1 cytotox, MCF10A rereplic, KB-V1 MDR tox, HT1080NT lethal, D3 ag, SW480 rereplic, HT1080 IDH1KD tx, IL-1B inflam inh, GLP1R cytotox
COc1cc(C(=O)NNC(=S)NC(=O)c2ccc(F)cc2)cc(OC)c1OC reads -10.8%, 23.1µM*, ?, -28.0%, 13.0, ?, ?, 83.5, -21.5%
COc1ccc(CCC(=O)NCCS(=O)(=O)N2CCN(c3ccc(OC)cc3)CC2)cc1 reads -8.9%, 0.8%, -12.1%, -4.5%, 5.6, -2.1%, -8.2%, 0.0, -3.1%

4 entries drawn at random from the list so far, as already listed:
SMILES	KB-3-1 cytotox	MCF10A rereplic	KB-V1 MDR tox	HT1080NT lethal	D3 ag	SW480 rereplic	HT1080 IDH1KD tx	IL-1B inflam inh	GLP1R cytotox
COc1ccc(CCC(=O)NCCS(=O)(=O)N2CCN(c3ccc(OC)cc3)CC2)cc1	-8.9%	0.8%	-12.1%	-4.5%	5.6	-2.1%	-8.2%	0.0	-3.1%
COc1cc(C(=O)NC2CCCc3c2cnn3-c2ccccc2F)cc(OC)c1OC (stereo not given)	?	7.8%	?	-21.4%	-1.7	-10.5%	-24.7%	-21.4	-3.3%
Cc1c(O)nc(SCC(=O)Nc2ccc3c4c(cccc24)CC3)n(-c2ccc(F)cc2)c1=O	-23.2%	?	5.9%	11.3%	-0.7	-32.0%[inhibitor]	-11.2%	35.1	?
CCOc1ccc(C(=O)NC(=S)NCCCN2CCOCC2)cc1	1.1%	20.6%	-4.0%	-1.0%	-20.3	?	1.3%	5.2	?

(listing goes on)
SMILES	KB-3-1 cytotox	MCF10A rereplic	KB-V1 MDR tox	HT1080NT lethal	D3 ag	SW480 rereplic	HT1080 IDH1KD tx	IL-1B inflam inh	GLP1R cytotox
Cc1ccc2c(CC(=O)NNC(=O)c3ccccc3O)coc2c1	?	2.3%	0.0%	?	0.0	?	?	92.9	3.1%
CCOCCCNC(=O)C(c1ccc(OC)cc1)N(Cc1ccc2c(c1)OCO2)C(=O)c1ccc(NC(C)=O)cc1 (stereo not given)	2.7%	/	19.1%	/	6.5	/	/	/	2.3%
Cc1ccc(F)c(S(=O)(=O)NC(=O)C2(C)CCN2C(=O)CCc2cccs2)c1 (stereo not given)	0.0%	/	2.1%	18.9%	3.8	/	14.3%	0.4	-2.3%
CS(=O)(=O)N1CCC(C(=O)Nc2ccc(Cl)c(Cl)c2)CC1	-1.1%	-3.5%	4.6%	-10.3%	-7.8	-27.8%	-2.0%	?	15.5%
Cc1cccc(OCC(O)Cn2c(-n3nc(C)cc3C)nc3c2c(=O)[nH]c(=O)n3C)c1 (stereo not given)	-18.0%	-1.9%	-23.0%	2.3%	-10.4	1.4%	-2.8%	-14.8	-16.9%
CC(=O)c1ccc(NS(=O)(=O)c2cc3[nH]c(=O)c(=O)[nH]c3cc2C)cc1	0.6%	/	?	/	-4.0	/	/	/	-26.6%
CC1CC(C)CN(CC(C)(C)NS(=O)(=O)c2ccc(Cl)cc2)C1 (stereo not given)	-3.8%	9.5%	-5.4%	-11.8%	-4.7	10.0%	-0.1%	9.8	?
CC(=O)Nc1ccc(S(=O)(=O)N[C@@H](C)C(=O)OCc2cc([N+](=O)[O-])cc3c2OCOC3)cc1	21.3%	-3.5%	7.1%	1.6%	4.6	-5.6%	-7.3%	20.6	0.8%
Fc1ccc(N2C(=S)SC(=Nc3ccccc3)C2=Nc2ccccc2)cc1	1.2%	6.1%	-14.0%	-4.7%	5.2	-1.9%	-4.4%	0.0	5.0%
CCOC(=O)C1CCN(C(=O)c2cccnc2Oc2ccccc2)CC1	-9.6%	0.6%	15.8%	-1.1%	-12.4	-4.6%	1.7%	-0.6	-6.6%
CCOC(=O)C1(Cc2ccccc2C)CCCN(C(=O)c2cc(C3CC3)[nH]n2)C1 (stereo not given)	-2.7%	-14.2%	?	-2.5%	-14.9	1.5%	-1.0%	8.9	7.3%
COc1ccc(C(=O)NCC(c2ccc(N(C)C)cc2)N2CCCC2)cc1 (stereo not given)	-10.0%	/	4.2%	/	-18.2	/	/	/	-2.1%
CSCc1cc(N2CCOCC2)nc(SCc2ccc(Cl)cc2Cl)n1	-9.7%	24.2%	-6.8%	4.7%	0.9	4.9%	-4.8%	-17.7	-3.4%
CCN(C(=O)Cc1c(C(=O)O)n(CC)c2ccccc12)c1ccccc1C	-0.1%	5.0%	25.3%	1.0%	4.5	-0.4%	10.9%	17.4	-4.1%
COc1cc(NS(=O)(=O)c2ccc(N=Cc3c(C)[nH]n(-c4ccccc4)c3=O)cc2)nc(OC)n1	3.7%	4.2%	6.7%	?	6.1	3.0%	-10.8%	10.4	1.4%
COc1ccc(NC(=O)c2ccco2)cc1NC(=O)c1cccc(C)c1OC	-8.7%	/	?	/	2.8	/	/	/	-11.5%
Cc1[nH]ccc(=O)c1OCc1c(Cl)cccc1Cl	14.5%	0.3%	14.9%	8.8%	-0.2	1.0%	2.4%	22.0	-31.6%
O=C(CN1C(=O)c2ccccc2C1=O)NCc1ccccn1	14.5%	-31.2%[inhibitor]	22.1%	13.1%	0.3	-22.9%[9.22 µM]	3.5%	-17.2	18.5%
COc1ccc(N(CC(=O)NC2CCCC2)C(=O)CCC(=O)Nc2cc(C)on2)cc1	-3.2%	-2.3%	6.9%	9.5%	23.3	-1.3%	10.2%	2.4	6.0%
O=C(Nc1ccccc1)NC1CCS(=O)(=O)C1 (stereo not given)	5.9%	3.2%	9.8%	17.3%	5.7	-9.0%	10.4%	46.1	-9.0%
CC1CCC(C(=O)NC(C(=O)NCCN2CCC(C)CC2)C(C)C)CC1 (stereo not given)	2.9%	-6.5%	-20.6%	-0.3%	-6.9	10.0%	-0.6%	-4.1	16.2%
Cc1ccc(NC2SC(=O)N(CC(=O)O)C2=O)cc1 (stereo not given)	3.2%	-10.3%	-2.5%	-3.4%	1.0	5.1%	?	1.6	13.8%
CCc1ccc(C2CC(=O)N(c3cccc(F)c3)C3=C2C(=O)OC3)cc1 (stereo not given)	-6.5%	14.1%	9.7%	-0.5%	3.1	3.0%	-1.6%	-4.9	-4.7%
CC[N+]1(CC)CC2=Cc3c(ccc4ccccc34)CC2C1 (stereo not given)	0.0%	15.1%	-3.5%	4.3%	0.5	-1.0%[9.22 µM]	-4.5%	-9.4	-9.0%
CCN(C(=O)COc1ncnc2sccc12)c1ccccc1	10.1%	7.1%	-28.4%	8.5%	1.2	0.8%	18.1%	21.2	-4.0%
CC(=O)c1ccc(OCC(O)CN2CCN(S(=O)(=O)c3cccc(Br)c3)CC2)cc1 (stereo not given)	0.0%	3.6%	0.0%	-1.2%	-1.0	-1.2%	-6.5%	20.5	-14.8%
O=C(NC(Cc1ccccc1)C(=O)O)OCc1ccccc1 (stereo not given)	0.0%	-10.4%	0.3%	-9.3%	-6.6	-3.7%	1.2%	16.8	4.4%
Cc1cc(=O)n(CC(=O)Nc2cccc([N+](=O)[O-])c2)c(-n2nc(C)cc2C)n1	-14.3%	/	?	/	4.2	/	/	/	0.7%
Cc1cc(N=Cc2cc(Br)ccc2O)no1	-2.6%	?	15.3%	12.6%	-17.5	4.8%	3.9%	26.4	5.1%
N#C/C(=C\c1ccc(-c2ccc(C(=O)O)cc2)o1)c1nc2ccccc2[nH]1	-0.2%&0.9%	?	-5.4%&20.5%	-11.6%	-2.5&-1.5	-10.3%	?	28.0	6.2%&14.1%
Cc1ccc(/C=C/C(=O)N2CCN(S(=O)(=O)c3ccc(C)c(C)c3)CC2)o1	24.5%	?	?	?	-8.6	/	?	0.0	?
